STEP inh: STEP phosphatase inhibitors, primary screen, biochemical, fluorescence intensity, uHTS. Tyrosine-protein phosphatase non-receptor type 5 (Homo sapiens), P54829. recombinant STEP, OMFP fluorogenic substrate. inhibition, % at 20 µM. hit rate 0.25% among 360,000;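 active = inhibition at 20 µM, scaled per plate between control wells, above about 37%, limit read from the data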;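 note: 0% = DMSO with enzyme and substrate and 100% = substrate only without enzyme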
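System: STEP (striatal-enriched tyrosine phosphatase) enzyme, cell-free; medium: Bis-Tris pH 6.0 buffer with DTT, detergent; dosing: 20 µM, 1% DMSO; times: reaction 20 min, ambient temperature; detection: fluorescence, 480/540 nm; read-out basis: normalized % inhibition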
LMPTP inh: LMPTP phosphatase inhibitors, primary screen, biochemical, fluorescence intensity, uHTS | recombinant LMPTP-A, OMFP fluorogenic substrate | Low molecular weight phosphotyrosine protein phosphatase (Homo sapiens), P24666 | inhibition, % at 20 µM | AID 651560, 2012 | hit rate 0.22% among 360,000;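 active = compounds that cut the enzyme signal by at least half of the control window in the single-dose screen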;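 note: plate controls were DMSO wells with enzyme plus substrate for no effect and substrate without enzyme for full effect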
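Assay system: LMPTP-A phosphatase enzyme | Input: 0.625 nM enzyme | Also added: Fluorogenic phosphatase substrate OMFP at 400 µM final | Compound dosing: One test concentration per compound, 20 µM, with 3% DMSO overall | Schedule: 50 min enzyme reaction at room temperature, protected from light | Signal: Fluorescence intensity | Benchmarks: no-enzyme and uninhibited controls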
MsrA act: bovine MsrA enzyme activators, primary screen, biochemical, absorbance, HTS; Methionine sulfoxide reductase A (Bos taurus); purified bovine MsrA, absorbance read-out; activation, % at 10.6 µM; hit rate 0.3% among 360,000; in the data active = activation above about 7.5%;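 note: 0% = vehicle and 100% = reference activator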
CendR NRP1 mod: modulators of CendR peptide binding to NRP-1, primary screen, biochemical, fluorescence polarization, uHTS. Neuropilin-1 (Homo sapiens), O14786. FAM-RPARPAR peptide binding to NRP-1. inhibition, % at 25 µM. hit rate 0.85% among 360,000;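 active = inhibition or corrected inhibition above about 18%, plus a signal ratio from 0.5 to 1.5, limit read from the data, passing the limit was not always enough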; note: strong numbers were not always called active
MsrA inh: bovine MsrA enzyme inhibitors, primary screen, biochemical, absorbance, HTS | AID 651718, 2012 | inhibition, % at 15.5 µM | Methionine sulfoxide reductase A (Bos taurus) | purified bovine MsrA, absorbance read-out | hit rate 0.75% among 360,000; in the data active = inhibition above about 4.5%;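 note: 0% = vehicle wells with enzyme and 100% = reference inhibitor wells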
Scp-1 inhibitor: Scp-1 phosphatase inhibitors, primary screen, biochemical, colorimetric, uHTS; Recombinant Scp1, phosphopeptide, malachite green phosphate absorbance; inhibition, % at 20 µM; hit rate 0.88% among 340,000;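 active = inhibition above about 50% at 20 µM, limit read from the data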;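 note: plate controls were DMSO wells with enzyme for no effect and wells lacking enzyme for full effect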
Target sequence (Q9GZU7 76-261 limits assumed): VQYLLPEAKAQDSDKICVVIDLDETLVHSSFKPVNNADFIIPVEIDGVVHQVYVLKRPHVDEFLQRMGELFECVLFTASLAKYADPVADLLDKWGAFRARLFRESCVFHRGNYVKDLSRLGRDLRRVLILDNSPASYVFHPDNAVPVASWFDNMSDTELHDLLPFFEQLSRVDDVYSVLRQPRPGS
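Material: truncated SCP-1 phosphatase (76-261aa) / Buffer or medium: 50 mM Tris acetate pH 5.5, 0.005% Tween-20, 10 mM MgCl2 / Compound dosing: one concentration, 20 µM, with 1.0% DMSO / Incubation: 45 min room-temperature reaction, 5 min colour, 30 min stabiliser / Detection: colorimetric free-phosphate detection, absorbance 630 nm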
eLon inh: inhibitors of E. coli Lon protease, primary screen, biochemical, fluorescence polarization. P0A9M0. purified E. coli Lon protease. inhibition, % at 7.94 µM. hit rate 0.42% among 360,000; in the data active = inhibition above about 13%, passing the limit was not always enough;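 note: 0% = enzyme with probe and DMSO and 100% = no enzyme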
Target sequence (P0A9M0 whole entry, looked up): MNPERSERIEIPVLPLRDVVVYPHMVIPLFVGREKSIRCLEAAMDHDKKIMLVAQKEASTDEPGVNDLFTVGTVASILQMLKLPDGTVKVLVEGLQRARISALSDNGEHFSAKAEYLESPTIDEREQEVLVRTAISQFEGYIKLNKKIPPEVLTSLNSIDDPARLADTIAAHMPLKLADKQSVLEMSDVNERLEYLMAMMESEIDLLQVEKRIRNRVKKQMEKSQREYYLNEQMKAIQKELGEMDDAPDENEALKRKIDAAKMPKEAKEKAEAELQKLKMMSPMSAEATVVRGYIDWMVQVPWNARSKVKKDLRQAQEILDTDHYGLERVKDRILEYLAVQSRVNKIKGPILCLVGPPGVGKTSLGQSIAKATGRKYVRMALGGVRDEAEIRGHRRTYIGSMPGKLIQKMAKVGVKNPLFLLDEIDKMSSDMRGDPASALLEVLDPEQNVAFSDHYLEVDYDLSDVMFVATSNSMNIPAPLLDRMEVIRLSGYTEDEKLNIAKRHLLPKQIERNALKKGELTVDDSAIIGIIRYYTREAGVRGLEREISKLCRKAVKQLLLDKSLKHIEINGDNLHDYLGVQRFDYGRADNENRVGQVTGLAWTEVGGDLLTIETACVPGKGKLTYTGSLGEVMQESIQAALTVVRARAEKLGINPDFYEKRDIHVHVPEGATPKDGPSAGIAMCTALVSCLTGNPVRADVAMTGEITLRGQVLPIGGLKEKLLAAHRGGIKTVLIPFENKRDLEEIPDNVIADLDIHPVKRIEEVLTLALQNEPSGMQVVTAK
TbMetRS inhib: T. brucei MetRS inhibitors, primary screen, biochemical, luminescence; purified T. brucei MetRS, ATP depletion, Kinase-Glo luminescence; inhibition, % at 11.9 µM; hit rate 0.4% among 360,000; AID 624268, 2012;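 active = inhibition above a per-plate cutoff of the control wells' mean inhibition plus 3 SD, cut at about 5.5% in these data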;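 note: 0% = DMSO wells median and 100% = median of wells with control inhibitor compound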
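Test system – parasite MetRS enzyme · Reagent – substrates ATP, L-methionine and bulk Escherichia coli tRNA · Doses – 11.9 µM compound single dose, 0.9% DMSO · Times – 15 min enzyme-compound preincubation, 2 h reaction, 10 min detection, 25 °C · Signal – Kinase-Glo luminescence, ATP depletion format · Controls – DMSO-only wells as low control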
DNMT1 block: human DNMT1 methyltransferase inhibitors, primary screen, biochemical, molecular beacon, fluorescence, HinP1I cleavage, uHTS; inhibition (reported as % activation of signal), % at 10 µM; hit rate 0.83% among 360,000; DNA (cytosine-5)-methyltransferase 1 (Homo sapiens), P26358; in the data active = inhibition above about 50%
SUMO1-SIM PPI: modulators of SUMO1 protein-protein interactions, primary screen, biochemical, uHTS. Small ubiquitin-related modifier 1 (Homo sapiens), P63165. SUMO1 binding to a labelled peptide, TR-FRET, 1 h. inhibition, % at 20 µM. hit rate 0.33% among 360,000. AID 602429, 2012; in the data active = inhibition above about 37%
Target sequence (P63165 whole entry, looked up): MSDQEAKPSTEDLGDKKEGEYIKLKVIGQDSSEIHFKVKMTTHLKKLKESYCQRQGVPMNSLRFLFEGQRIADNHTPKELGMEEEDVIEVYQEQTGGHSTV
* marks the source's active call; other numbers are inactive results; . = no result given.

1) CC(=O)Nc1ccc(S(=O)(=O)N[C@@H](C)C(=O)OCc2ccc(Cl)cc2)cc1
2) CCOc1ccc(CCNC(=O)CCc2nc(-c3ccc(C)cc3)no2)cc1OCC
3) CC(C)NC(=O)c1ccc2sc([C@@H]3O[C@H](CO)[C@H](O)[C@H](O)[C@H]3O)nc2c1
4) O=C(Nc1nc2c(s1)CCCC2=O)c1cnccn1
5) Brc1ccc(C2=CC(c3ccco3)n3ncnc3N2)cc1 (centres undefined)
6) COC(=O)[C@]12CCCCC=C1N(Cc1ccco1)C(=O)[C@H](CC(=O)N1CCN(C(=O)C3CC3)CC1)C2
assay / compound | 1 | 2 | 3 | 4 | 5 | 6
MsrA inh | 1.5 | 0.1 | 1.6 | 4.7* | . | -1.6
TbMetRS inhib | 0.2 | -1.3 | 0.4 | -0.3 | 0.1 | 0.5
STEP inh | -2 | 1 | -4 | 0 | -11 | .
SUMO1-SIM PPI | 2 | 0 | -5 | -16 | -29 | 2
LMPTP inh | 0.6 | 2.2 | -1.8 | -1.6 | 18 | 0.6
CendR NRP1 mod | 1 | -3 | 6 | 1 | 122 | -8
Scp-1 inhibitor | -8 | 3 | . | -7 | -2 | .
DNMT1 block | 8 | -4 | 3 | 2 | 45 | .
eLon inh | -8 | 0 | 7 | -8 | 189* | -3
MsrA act | -2 | -11 | -2 | -4 | -5 | -2

7) O=C(O)COc1ccc2oc3c(c2c1)CCCC3
8) Cc1cc([N+](=O)[O-])nn1CC(=O)N1CCCc2ccccc21
9) CN(CCn1ccnc1)Cc1cn(-c2ccccc2)nc1-c1ccc2c(c1)OCO2
10) COc1ccc(-c2cc(C(F)(F)F)n3nc(C(=O)N4CCOCC4)c(Cl)c3n2)cc1
11) CC1(C)C2CCC1(C)C(OC(=O)c1ccc(O)cc1)C2 (centres undefined)
12) Cc1cc(OCc2cn3cccnc3n2)ccc1Cl
assay / compound | 7 | 8 | 9 | 10 | 11 | 12
MsrA inh | -0.7 | -1.5 | 0.8 | 0.1 | 0.0 | 0.2
TbMetRS inhib | -1.2 | -0.8 | -0.1 | -0.1 | -1.9 | -1.2
STEP inh | 0 | -4 | 1 | -1 | 0 | 0
SUMO1-SIM PPI | 3 | -8 | -1 | -12 | 11 | -4
LMPTP inh | -0.2 | -1.0 | -2.0 | 0.3 | 3.2 | 1.7
CendR NRP1 mod | -7 | 4 | -4 | 6 | 2 | 10
Scp-1 inhibitor | 0 | -5 | -9 | -13 | -10 | 4
DNMT1 block | 1 | 15 | 0 | 3 | 0 | -6
eLon inh | -2 | -7 | 11 | -10 | 4 | -1
MsrA act | -10 | -6 | -2 | -3 | -3 | -10

13) O=c1[nH]c2cccnc2n1Cc1ccccc1
14) O=Cc1cn[nH]c1-c1cccc([N+](=O)[O-])c1
15) COc1ccc(S(=O)(=O)CCC(=O)NC2CCCCC2)cc1
16) CC1(C)CC(NC(=O)CSc2ccccc2)CC(C)(C)N1
17) CCC1CCCCN1C(=S)NCc1ccccc1 (centres undefined)
18) O=C(CN1CCN(Cc2ccccc2)CC1)Nc1ccc(S(=O)(=O)N2CCOCC2)cc1
assay / compound | 13 | 14 | 15 | 16 | 17 | 18
MsrA inh | -0.3 | -0.7 | -1.9 | 0.2 | 0.4 | -0.4
TbMetRS inhib | -0.3 | -0.3 | 0.5 | -0.8 | -0.5 | 0.0
STEP inh | 8 | -2 | 1 | 2 | 1 | -1
SUMO1-SIM PPI | 1 | -19 | -2 | -1 | 0 | -1
LMPTP inh | 0.0 | -1.5 | -1.2 | 0.2 | -1.1 | -0.6
CendR NRP1 mod | -4 | 2 | -3 | -1 | 20 | 10
Scp-1 inhibitor | -12 | -7 | -4 | 2 | -4 | -1
DNMT1 block | -1 | -2 | 4 | 0 | 1 | 3
eLon inh | -5 | -4 | -8 | 8 | -6 | 4
MsrA act | -1 | -4 | -5 | -2 | 0 | -2

19) CN(C)S(=O)(=O)c1ccc(NC(=O)CNc2cc(S(=O)(=O)N3CCCC3)ccc2OCC(F)(F)F)cc1
20) COc1cc(C(=O)NCCSc2ccc(F)cc2)cc(OC)c1OC
21) CCOC(=O)C1=C(C)NC2(O)c3ccccc3C(=O)C12O (centres undefined)
22) Cc1cc([N+](=O)[O-])nn1CC(=O)NCc1cccs1
23) CCC(C)(NC(=O)Cc1c[nH]c2ccccc12)C(=O)NC1CCCCC1 (centres undefined)
24) CCN1CCN(C(=S)NC(=O)c2cc(OC)c(OC)c(OC)c2)CC1
assay / compound | 19 | 20 | 21 | 22 | 23 | 24
MsrA inh | -0.3 | -1.0 | 1.5 | 0.1 | -0.6 | 0.5
TbMetRS inhib | -0.3 | -1.0 | 0.3 | -0.2 | -0.3 | -0.4
STEP inh | 3 | -2 | 2 | -3 | 0 | -1
SUMO1-SIM PPI | -1 | 9 | -7 | 22 | -1 | -3
LMPTP inh | -0.5 | -1.9 | 0.8 | -0.8 | -0.3 | -3.3
CendR NRP1 mod | -6 | -15 | 8 | 9 | -5 | 3
Scp-1 inhibitor | -9 | -3 | -12 | 7 | 1 | -3
DNMT1 block | -4 | 1 | -12 | 0 | 8 | 4
eLon inh | -1 | 3 | -2 | 2 | 14 | -10
MsrA act | -3 | -4 | -3 | -5 | -1 | -3

25) CC1CC(=O)N(CC(=O)Nc2ccc3c(c2)OCCO3)c2ccccc2S1 (centres undefined)
26) Cc1ccc(-c2cc(C(=O)N/N=C/C=C/c3ccccc3)n[nH]2)s1
27) CCOC(=O)C1(Cc2ccccc2C(F)(F)F)CCN(C2CCN(C(C)C)CC2)CC1
28) CN(C(=S)Nc1ccc(Oc2ccccc2)cc1)c1ccc(O)cc1
29) CC(c1nnnn1C1CCCCC1)N(Cc1ccccc1)Cc1cccnc1 (centres undefined)
30) Cc1noc(C)c1NC(=O)N(C)C[C@@H]1OCc2cnnn2CCCC(=O)N([C@H](C)CO)C[C@@H]1C
assay / compound | 25 | 26 | 27 | 28 | 29 | 30
MsrA inh | 0.1 | 4.6* | -1.0 | 0.6 | 0.5 | 3.0
TbMetRS inhib | -1.1 | -0.3 | -0.9 | 0.1 | -0.5 | -0.5
STEP inh | -3 | 2 | 1 | 3 | -2 | 8
SUMO1-SIM PPI | -3 | -3 | -1 | -2 | 1 | 14
LMPTP inh | 0.2 | 1.7 | -0.5 | 24 | 0.0 | -0.9
CendR NRP1 mod | -7 | 4 | 10 | 2 | 16 | 4
Scp-1 inhibitor | -6 | 29 | -21 | 3 | 3 | .
DNMT1 block | 3 | 0 | -2 | -25 | 1 | 1
eLon inh | 2 | 3 | -6 | -14 | -9 | -3
MsrA act | -14 | -7 | -5 | -1 | 11* | -4

31) CC1(C)CN=c2s/c(=C\c3ccc(Cl)cc3)c(=O)n2C1
32) C#Cc1cccc(NC(=O)c2ccc3c(c2)C(=O)N(Cc2cccnc2)C3=O)c1
33) CCCc1cc(=O)oc2cc(OCc3nn[nH]n3)ccc12
34) Cc1ccc(C(=O)N2CCN(C3c4cccc5cccc(c45)C3NS(=O)(=O)c3ccccc3)CC2)cc1 (centres undefined)
35) C=CCNC(=O)c1ccc(-c2ccc([N+](=O)[O-])cc2)o1
36) CC(=O)c1cc(C(=O)Nc2ccc3ccccc3c2)c(C)o1
assay / compound | 31 | 32 | 33 | 34 | 35 | 36
MsrA inh | 3.0 | -0.3 | 0.1 | 0.1 | 1.4 | 0.1
TbMetRS inhib | 0.5 | 0.0 | 0.0 | 0.3 | -0.1 | -1.3
STEP inh | -1 | -2 | -1 | 3 | 3 | -4
SUMO1-SIM PPI | -25 | -29 | -1 | -6 | -23 | -5
LMPTP inh | 0.8 | 4.4 | -1.2 | 2.7 | 3.2 | 1.4
CendR NRP1 mod | 14 | 5 | -7 | 19 | 0 | 3
Scp-1 inhibitor | -8 | -2 | -2 | 6 | -5 | -8
DNMT1 block | 0 | -3 | 1 | -10 | -6 | -13
eLon inh | -2 | 2 | 5 | 3 | 4 | 12
MsrA act | -1 | -1 | 1 | 3 | -2 | -4

Overlap with the part before: 4 entries, followed by the next part.
33) CCCc1cc(=O)oc2cc(OCc3nn[nH]n3)ccc12
34) Cc1ccc(C(=O)N2CCN(C3c4cccc5cccc(c45)C3NS(=O)(=O)c3ccccc3)CC2)cc1 (centres undefined)
35) C=CCNC(=O)c1ccc(-c2ccc([N+](=O)[O-])cc2)o1
36) CC(=O)c1cc(C(=O)Nc2ccc3ccccc3c2)c(C)o1
37) CC(=O)C1C(c2ccc3ncccc3c2)NC(=O)NC1(O)C(F)(F)F (centres undefined)
38) O=C(/C=C/c1ccccc1)N/C(=C\c1ccco1)C(=O)O
39) CC1=C(Nc2ccc(C(=O)O)cc2)C(=O)c2ccccc2C1=O
40) COc1ccccc1N(CC1CO1)S(=O)(=O)c1ccccc1 (centres undefined)
41) COc1cc(OC)c(NC(=O)CC(=O)Nc2cc(Cl)c(OC)cc2OC)cc1Cl
42) COC(=O)CCC(=O)NC(=S)Nc1sc(C)c(C)c1C(N)=O
43) CCOC(=O)c1c(N=CN(C)C)c2cc([N+](=O)[O-])cnc2n1C
assay / compound | 33 | 34 | 35 | 36 | 37 | 38 | 39 | 40 | 41 | 42 | 43
MsrA inh | 0.1 | 0.1 | 1.4 | 0.1 | 0.4 | -0.9 | 0.4 | 0.2 | -1.5 | 0.4 | 1.8
TbMetRS inhib | 0.0 | 0.3 | -0.1 | -1.3 | 2.1 | -0.1 | 0.9 | -0.3 | 0.3 | 0.3 | -0.9
STEP inh | -1 | 3 | 3 | -4 | -3 | 3 | 7 | -1 | 1 | -6 | 0
SUMO1-SIM PPI | -1 | -6 | -23 | -5 | 2 | 4 | -23 | -1 | 6 | -1 | -28
LMPTP inh | -1.2 | 2.7 | 3.2 | 1.4 | -1.7 | -2.5 | 2.5 | -1.0 | 0.6 | -2.5 | 0.7
CendR NRP1 mod | -7 | 19 | 0 | 3 | 11 | -1 | 14 | 2 | -5 | -10 | 7
Scp-1 inhibitor | -2 | 6 | -5 | -8 | -8 | -9 | -4 | 3 | -6 | -4 | 1
DNMT1 block | 1 | -10 | -6 | -13 | -3 | 4 | -9 | 4 | -22 | -6 | 1
eLon inh | 5 | 3 | 4 | 12 | -1 | -9 | 2 | 4 | -5 | -11 | 6
MsrA act | 1 | 3 | -2 | -4 | -3 | -2 | 3 | -4 | -2 | -3 | -4

Screens (PubChem)
